DNMT1 inh – inhibitors of human DNMT1. hit rate 0.83% among 360,000. inhibition (reported as % activation of signal), % at 10 µM. P26358. DNMT1 molecular beacon, Hinp1I cleavage, fluorescence; in the data active = inhibition above about 50%
STEP block – inhibitors of human striatal-enriched phosphatase STEP; AID 588621; inhibition, % at 20 µM; hit rate 0.25% among 360,000; recombinant STEP, OMFP fluorogenic substrate, fluorescence; P54829;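 active = inhibition at 20 µM, scaled per plate between control wells, above about 37%, limit read from the data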;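 note: 0% = DMSO with enzyme and substrate and 100% = substrate only without enzyme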
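material = STEP tyrosine phosphatase | reagent = fluorogenic phosphatase substrate OMFP at 25 µM final | doses = single compound dose of 20 µM, 1% DMSO final | schedule = 20 min reaction, room temperature, in the dark | measured by = fluorescence, 480/540 nm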
Scp-1 inhibitor – inhibitors of human Scp-1 phosphatase; Q9GZU7; Recombinant Scp1, phosphopeptide, malachite green phosphate absorbance; inhibition, % at 20 µM; hit rate 0.88% among 340,000; AID 493091;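 active = inhibition above about 50% at 20 µM, limit read from the data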;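 note: plate controls were DMSO wells with enzyme for no effect and wells lacking enzyme for full effect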
Target sequence (Q9GZU7 76-261 limits assumed): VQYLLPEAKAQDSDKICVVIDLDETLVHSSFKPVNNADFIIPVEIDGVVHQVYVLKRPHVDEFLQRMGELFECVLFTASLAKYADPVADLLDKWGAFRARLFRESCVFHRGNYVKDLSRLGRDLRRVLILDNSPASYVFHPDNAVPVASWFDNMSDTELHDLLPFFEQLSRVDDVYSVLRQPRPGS
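Test system: SCP-1 phosphatase catalytic domain, residues 76-261 | Compound dosing: One concentration, 20 µM, with 1.0% DMSO | Schedule: 45 min room-temperature reaction, 5 min colour, 30 min stabiliser | Detection: Absorbance at 630 nm | Read-out basis: % inhibition of SCP-1 phosphate liberation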
NadD block – NadD (S. aureus) enzyme inhibition; purified NadD enzyme, colorimetric absorbance read-out; hit rate 0.78% among 360,000; inhibition, % at 20 µM; in the data active = inhibition above about 26%; note: some compounds past the cut are filed as inactive
LMPTP block – blocks human LMPTP phosphatase | P24666 | recombinant LMPTP-A, OMFP fluorogenic substrate, fluorescence intensity | inhibition, % at 20 µM | hit rate 0.22% among 360,000 | AID 651560;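 active = compounds that cut the enzyme signal by at least half of the control window in the single-dose screen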;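 note: plate controls were DMSO wells with enzyme plus substrate for no effect and substrate without enzyme for full effect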
Target sequence (P24666 whole entry, looked up): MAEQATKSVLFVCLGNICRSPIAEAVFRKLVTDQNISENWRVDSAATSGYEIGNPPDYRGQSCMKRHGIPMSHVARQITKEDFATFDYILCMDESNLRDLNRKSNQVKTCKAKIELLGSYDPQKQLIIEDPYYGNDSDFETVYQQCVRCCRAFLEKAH
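Material: LMPTP-A; amount: 0.625 nM enzyme; doses: single 20 µM dose; times: reaction 50 min, room temperature, dark; technique: fluorescence intensity of OMFP turnover product; benchmarks: no-enzyme and uninhibited controls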
MsrA inhibitor – inhibitors of bovine MsrA; purified bovine MsrA, absorbance read-out; inhibition, % at 15.5 µM; hit rate 0.75% among 360,000; AID 651718; in the data active = inhibition above about 4.5%;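 note: 0% = vehicle wells with enzyme and 100% = reference inhibitor wells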
Rpn11 inh – Rpn11 (human) deubiquitinase inhibition | AID 588493 | calls only at 20 µM | human 26S proteasome, Ub4-pepOG fluorescence polarization; 20S core pre-blocked with epoxomicin | hit rate 0.59% among 360,000;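 active = inhibition at 20 µM, scaled to each plate's controls, above about 33%, limit read from the data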
Target sequence (O00487 whole entry, looked up): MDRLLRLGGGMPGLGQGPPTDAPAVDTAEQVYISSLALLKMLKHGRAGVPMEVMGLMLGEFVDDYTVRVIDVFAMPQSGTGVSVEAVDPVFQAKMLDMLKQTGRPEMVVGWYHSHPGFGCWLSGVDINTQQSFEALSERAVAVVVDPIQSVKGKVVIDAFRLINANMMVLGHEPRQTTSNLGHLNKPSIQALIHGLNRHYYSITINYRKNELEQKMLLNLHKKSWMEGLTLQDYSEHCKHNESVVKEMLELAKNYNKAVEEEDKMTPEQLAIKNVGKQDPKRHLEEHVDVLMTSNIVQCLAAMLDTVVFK
SUMO1 PPI mod – modulators of human SUMO1-mediated protein-protein interactions; P63165; SUMO1 binding to a labelled peptide, TR-FRET, 1 h; inhibition, % at 20 µM; hit rate 0.33% among 360,000; in the data active = inhibition above about 37%
Target sequence (P63165 whole entry, looked up): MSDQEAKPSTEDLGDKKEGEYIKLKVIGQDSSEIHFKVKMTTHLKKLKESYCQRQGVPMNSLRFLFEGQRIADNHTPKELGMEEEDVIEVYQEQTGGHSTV
TbMetRS inhib – blocks T. brucei methionyl-tRNA synthetase activity; hit rate 0.4% among 360,000; inhibition, % at 11.9 µM; AID 624268; purified T. brucei MetRS, ATP depletion, Kinase-Glo luminescence;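 active = inhibition above a per-plate cutoff of the control wells' mean inhibition plus 3 SD, cut at about 5.5% in these data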;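 note: 0% = DMSO wells median and 100% = median of wells with control inhibitor compound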
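System: purified T. brucei MetRS enzyme / Detection: Kinase-Glo luciferase luminescence reporting remaining unconsumed ATP / Medium: HEPES buffer with MgCl2, KCl, DTT, spermine, BSA, pyrophosphatase / Replication: singlicate, one well per compound / Evaluation: percent inhibition relative to median high and low control wells / Schedule: 2 h aminoacylation at 25 °C after 15 min preincubation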
CSN inh – blocks human CSN-mediated cullin deneddylation | Q92905 | hit rate 0.38% among 360,000 | Purified CSN, SCF-Nedd8-OG deneddylation, fluorescence polarization | inhibition, % at 12.5 µM;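 active = pattern-corrected inhibition above about 35%, with an unprinted fluorescence ratio check between 0.5 and 1.5, limit read from the data, passing the limit was not always enough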;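 note: 0% = enzyme with substrate and 100% = substrate without enzyme; some results filed as inactive read as strong as hits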
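Test system: Human Csn5 produced in HEK293T cells | Compound: 12.5 µM single point | Times: 90 min, room temperature | Signal: Fluorescence polarization readout | Read-out basis: % inhibition of substrate cleavage by Csn5 | Controls: no-enzyme wells high, enzyme-with-substrate wells low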
The depositor's hits bear a star; i = inactive; . = no result given.

Screens by letter: A = DNMT1 inh; B = STEP block; C = Scp-1 inhibitor; D = NadD block; E = LMPTP block; F = MsrA inhibitor; G = Rpn11 inh; H = SUMO1 PPI mod; I = TbMetRS inhib; J = CSN inh
COC(=O)c1c(C(C)=O)c(C)n(C)c1C
  A: 2; B: 1; C: -10; D: -2; E: -1.5; F: 1.4; G: i; H: -2; I: -0.2; J: -1

CCN(Cc1nc2cc(Cl)ccc2c(=O)[nH]1)C(=O)CN1C(=O)NC2(CCCCC2C)C1=O (configuration not stated)
  A: -1; B: -2; C: -6; D: 0; E: -1.2; F: -0.3; G: i; H: 0; I: -0.4; J: 5

Cc1ccc2nc(C3CCN(C(=O)NCc4ccccc4)CC3)[nH]c2c1
  A: -1; B: -1; C: 0; D: -6; E: -1.0; F: -1.0; G: i; H: -1; I: 0.0; J: 2

O=C(O)CSc1nnc(-c2ccc(Cl)cc2)n1-c1ccccc1
  A: 1; B: 1; C: .; D: 10; E: 1.7; F: -0.2; G: i; H: 24; I: -0.2; J: -4

Cn1cccc1C1Nc2ccccc2NC2=C1C(=O)CC(C)(C)C2 (configuration not stated)
  A: -10; B: -1; C: -13; D: -3; E: -1.1; F: 1.4; G: i; H: -19; I: -0.5; J: -16

COCC(=O)n1nc(-c2ccccc2)nc1NCc1ccc(F)cc1
  A: 2; B: -2; C: -4; D: -4; E: 0.8; F: 1.0; G: i; H: 4; I: -1.2; J: -1

CCC/C(=N/NC(=O)c1nnn(-c2nonc2N)c1CN1CCCCC1)c1ccccc1
  A: -2; B: 3; C: -9; D: 14; E: -0.5; F: -0.3; G: i; H: -1; I: 0.1; J: -2

CC(C)(C)NC(=O)CN(C(=O)c1csnn1)c1ccccc1-c1ccccc1
  A: -2; B: -3; C: -1; D: -1; E: 0.0; F: -0.5; G: i; H: 6; I: -0.7; J: 0

COc1ccc(NS(=O)(=O)c2ccc(O)c([N+](=O)[O-])c2)cc1S(=O)(=O)N1CCCCC1
  A: 8; B: 2; C: 5; D: 0; E: -1.8; F: -0.8; G: i; H: -1; I: -0.1; J: 3

COC(=O)c1ccc(COc2ccccc2[N+](=O)[O-])o1
  A: 6; B: -2; C: -1; D: -1; E: 1.3; F: 0.0; G: i; H: -5; I: -0.9; J: 4

CCOc1ccc(/C=N/n2c(SC)nnc(C(C)(C)C)c2=O)cc1
  A: 3; B: 5; C: -10; D: -5; E: -0.8; F: -1.0; G: i; H: -2; I: -1.7; J: -5

O=C(c1cccc(Cl)c1Cl)N1CCN(c2ccccn2)CC1
  A: 3; B: -1; C: -2; D: -7; E: -0.6; F: -0.4; G: i; H: -3; I: -1.5; J: 4

Cc1cc(C)c(C(=O)N2CCCC(N3CCN(c4ccc(F)cc4)CC3)C2)o1 (configuration not stated)
  A: 2; B: 1; C: -4; D: -2; E: 0.3; F: -1.2; G: i; H: 2; I: -0.2; J: -3

COCCn1nnnc1CN1CCC(NC(=O)c2ccc(Br)cc2)CC1
  A: -4; B: -3; C: -7; D: -4; E: -0.7; F: -1.2; G: i; H: -3; I: -0.7; J: -3

CC(=O)C1=C(O)C(=O)N(CC(=O)O)C1c1ccccc1Cl (configuration not stated)
  A: 0; B: 0; C: -12; D: 2; E: -1.8; F: .; G: i; H: 3; I: 0.1; J: 7

O=C(Nc1nonc1-c1ccc(Cl)cc1)c1ccccc1
  A: 12; B: 0; C: -4; D: -4; E: -0.1; F: 0.5; G: i; H: -2; I: -0.2; J: 0

O=C1CC(c2cccc(Br)c2)c2cc3c(cc2N1)CCC3 (configuration not stated)
  A: -4; B: 3; C: -4; D: -5; E: 0.0; F: -1.1; G: i; H: -2; I: -1.4; J: -4

CCN(CC)c1ncnc2c1cnn2Cc1ccc(C)cc1
  A: 2; B: 0; C: -6; D: 1; E: 0.3; F: 1.2; G: i; H: 2; I: -1.7; J: -2

Cc1nc(N2CCC(C)CC2)c(C#N)c(C)c1[N+](=O)[O-]
  A: 0; B: -4; C: -4; D: -5; E: 0.4; F: 0.1; G: i; H: -3; I: -0.5; J: -11

COc1ccccc1-c1cc(C(=O)N/N=C\c2cnn(C)c2C)c2ccccc2n1
  A: -1; B: 3; C: -2; D: 3; E: -0.3; F: 0.7; G: i; H: -1; I: 0.1; J: -5

O=C(CNc1cc(S(=O)(=O)N2CCOCC2)ccc1N1CCCC1)N1CCc2ccccc21
  A: -3; B: 4; C: -3; D: 0; E: 0.8; F: -1.0; G: i; H: 18; I: -0.6; J: -3

CCN(C(=O)CSc1nc2c(cnn2-c2ccccc2)c(=O)[nH]1)C1CCS(=O)(=O)C1 (configuration not stated)
  A: 5; B: -4; C: -8; D: 1; E: -3.3; F: -1.1; G: i; H: -2; I: -0.9; J: -4

CC(C)C1C(=O)N(Cc2cn(Cc3ccco3)nn2)CCS(=O)(=O)N1Cc1ccc(-c2ccc(F)nc2)cc1 (configuration not stated)
  A: 0; B: 0; C: .; D: 3; E: -0.1; F: 1.4; G: i; H: 4; I: -0.7; J: -1

COc1ccc(NC(=O)COc2ccc(C)nc2[N+](=O)[O-])cc1S(N)(=O)=O
  A: -1; B: 2; C: 7; D: 1; E: -1.1; F: 1.1; G: i; H: 3; I: -0.6; J: -5

COc1ccc2[nH]c(C)c(C(=O)CN3CC(C)OC(C)C3)c2c1 (configuration not stated)
  A: -2; B: 1; C: 6; D: -3; E: -0.5; F: -0.2; G: i; H: 3; I: 0.8; J: 3

CCCN1CCN(CCCNC(=S)Nc2ccc(OC)cc2)CC1
  A: 3; B: -1; C: -7; D: 1; E: -1.8; F: -0.4; G: i; H: 2; I: 0.0; J: -8

CC(C)Oc1ccc(C(=O)Nc2c3c(nn2-c2ccccc2)CS(=O)(=O)C3)cc1
  A: 4; B: 3; C: 4; D: 4; E: -1.1; F: -1.6; G: i; H: -1; I: -0.1; J: 3

O=C(O)c1cc(N/N=C/c2cccc3ccccc23)ccc1Cl
  A: 2; B: 0; C: -3; D: -6; E: -1.3; F: 1.5; G: i; H: 7; I: -0.4; J: -3

O=C(CN1CCOCC1)NN=Cc1ccc([N+](=O)[O-])o1
  A: -2; B: -2; C: .; D: -3; E: -1.8; F: 2.8; G: i; H: -33; I: -0.8; J: 1

CN(C)CCCNS(=O)(=O)c1ccc(-n2nnc3ccccc32)c([N+](=O)[O-])c1
  A: -2; B: 0; C: -4; D: -1; E: 1.2; F: 0.6; G: i; H: -66; I: -0.2; J: 0

O=Cc1c(Cl)nc2ccccn12
  A: -2; B: 0; C: -8; D: -3; E: -0.8; F: 1.7; G: i; H: -3; I: -0.3; J: -13

Cn1nc(C(F)(F)F)c(CNC(=O)C(C)(C)CCl)c1N1CCOCC1
  A: -3; B: 3; C: -4; D: -6; E: -0.8; F: -0.4; G: i; H: 1; I: -0.4; J: 0

CCCCCCN=C1CC(C)(C)CC(=O)/C1=C(/O)CCC
  A: 1; B: 1; C: 15; D: -6; E: 1.2; F: 0.7; G: i; H: 3; I: -0.4; J: -5

COc1ccc(C(=O)NCC(=O)N/N=C/c2cccnc2)cc1OC
  A: 1; B: -4; C: 7; D: -4; E: -0.7; F: 1.1; G: i; H: -11; I: -0.1; J: 5

COc1ccc(N2CCN(C(CNC(=O)C(=O)NCC(OC)OC)c3ccco3)CC2)cc1 (configuration not stated)
  A: 4; B: 2; C: -7; D: 1; E: -1.5; F: 0.3; G: i; H: -5; I: 0.5; J: -3

CCCc1cc(=O)[nH]c(SCC(=O)N2CCN(S(=O)(=O)c3ccccc3)CC2)n1
  A: 9; B: -4; C: -6; D: -1; E: -1.5; F: -0.8; G: i; H: 16; I: -0.2; J: -3

CC(=O)Nc1c(O)c2cccc3c2n(c1=O)CCC3
  A: -1; B: -1; C: -5; D: 1; E: 0.3; F: 2.1; G: i; H: 2; I: -0.7; J: -3

CCCCOC(C)n1cc(F)c(=O)[nH]c1=O (configuration not stated)
  A: 3; B: -4; C: -5; D: -2; E: -3.4; F: 0.4; G: i; H: -4; I: -0.2; J: -9

Cn1c2ccccc2c2nnc(SCC(=O)NC3CC3)nc21
  A: 4; B: 0; C: -5; D: 0; E: 0.0; F: 2.1; G: i; H: -12; I: -0.4; J: 2

CC(C)(C)OC(=O)C[C@@H]1C/C=C\C[C@@H](CC(=O)N[C@@H](CO)Cc2ccccc2)C(=O)NCCOC1=O
  A: 7; B: -2; C: -11; D: 0; E: -0.7; F: 0.9; G: i; H: -3; I: 0.2; J: -5

CCN1CCN(C(c2cccs2)C(C)NC(=O)c2cccnc2)CC1 (configuration not stated)
  A: 2; B: -3; C: 0; D: -2; E: -0.6; F: -0.7; G: i; H: 1; I: -0.8; J: 4

COc1cc(NC(=S)NC(=O)c2ccc(C)cc2C)ccc1NC(=O)c1cccs1
  A: 0; B: 0; C: -12; D: 4; E: 0.2; F: -0.7; G: i; H: 1; I: -0.2; J: -3

Cc1cc(Br)ccc1S(=O)(=O)NCc1ccccc1
  A: 8; B: -2; C: -5; D: -2; E: 1.7; F: -1.0; G: i; H: 1; I: -0.2; J: 4

COc1ccc(CNc2ccc(-c3ccccc3OC)nn2)cc1
  A: 0; B: 3; C: -3; D: 10; E: -0.2; F: -0.1; G: i; H: 1; I: -0.8; J: -1

Structural class, the compounds so far with a tert-butyl group.
Screens by letter: A = DNMT1 inh; B = STEP block; C = Scp-1 inhibitor; D = NadD block; E = LMPTP block; F = MsrA inhibitor; G = Rpn11 inh; H = SUMO1 PPI mod; I = TbMetRS inhib; J = CSN inh
CC(C)(C)NC(=O)CN(C(=O)c1csnn1)c1ccccc1-c1ccccc1
  A: -2; B: -3; C: -1; D: -1; E: 0.0; F: -0.5; G: i; H: 6; I: -0.7; J: 0

CCOc1ccc(/C=N/n2c(SC)nnc(C(C)(C)C)c2=O)cc1
  A: 3; B: 5; C: -10; D: -5; E: -0.8; F: -1.0; G: i; H: -2; I: -1.7; J: -5

CC(C)(C)OC(=O)C[C@@H]1C/C=C\C[C@@H](CC(=O)N[C@@H](CO)Cc2ccccc2)C(=O)NCCOC1=O
  A: 7; B: -2; C: -11; D: 0; E: -0.7; F: 0.9; G: i; H: -3; I: 0.2; J: -5
